Assay outcomes (PubChem BioAssay)
sdo1 growth = restores growth of sdo1-depleted yeast | S. cerevisiae sdo1-depleted JHY4D growth rescue, OD600 30 h; stronger effect = higher value; pdr5 snq2 efflux-pump mutant strain | z-score at 10 µM | 140,000 compounds, 0.21% hits | AID 817;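 active = z-score above 3 at both the 24 hr and the 30 hr optical density reads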;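 also: z-score against mean and SD of all compound wells on the same plate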
INS promoter inh = TRM-6 insulin promoter activity inhibition | 130,000 compounds, 0.9% hits | inhibition, % at 2 µM | TRM-6 cells (human fetal islet line), insulin promoter-eGFP reporter, imaging; reporter expression induced with tamoxifen | AID 1273;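 active = inhibition above the mean plus 3 SD, with well images judged a real hit on visual review, cut at about 60% in these data, passing the limit was not always enough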
sdo1 growth Rescue 24 h = further read-out of sdo1 growth, marked with its call; z-score; S. cerevisiae sdo1-depleted JHY4D growth rescue, OD600; measured here: growth rescue at 24 h;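 0 is the plate mean of compound wells and units are plate SD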
Active calls of the source: *; . = not tested or not shown; & = joins results of further samples.

Second line of a record – sdo1 growth, sdo1 growth Rescue 24 h, INS promoter inh
S=C(Nc1ccccc1Cl)N1CCOCC1
→ 1.6, 1.4, .
COc1ccc(C2C(C(=O)O)CC(=O)N2C2CCCCC2)cc1 (configuration not stated)
→ -0.42, -0.95, -200
CCOC(=O)CC1Sc2ccccc2NC1=O (configuration not stated)
→ 0.54, -0.06, .
COC(=O)c1ccc(CSc2nnc3c(Cl)cc(Cl)cn23)o1
→ 0.88, 0.57, -58
[O-][n+]1onc2c3ccnnc3ccc21
→ 0.2, -0.14, 31
O=C(CN1CCOCC1)Nc1ccc(OCc2ccccc2)cc1
→ 0.17, 0.2, 35
O=C(c1cc2ccccc2oc1=O)N1CCN(c2ncccn2)CC1
→ -0.63, -0.02, 79*
CC(/C=C/C=C/c1ccccc1)=N\NC(=O)c1cccnc1
→ ., ., 50
COCCCn1c(-c2ccco2)nc2ccccc2c1=O
→ 0.23&0.05, -0.4&-0.22, .
NNC(=O)CNC(=O)c1cccc(Br)c1
→ 1.5, 0.86, .
CC(=O)Oc1c(/C=C(\C#N)C(N)=O)[nH]c2ccccc12
→ -0.92, -0.68, 15
CCC(CC)c1nnc(NC(=O)CN2C(=O)C3C4C=CC(C4)C3C2=O)s1 (configuration not stated)
→ 0.4, 0.03, 40
COCc1c(C)cc(C)c(/C=N/O)c1C
→ 0.97, 0.2, -13
O=C(Cn1cncn1)N/N=C/c1ccc(Cl)cc1
→ -0.02, -0.19, 57
CC1CCCN(c2nc(-c3cccnc3)nc3scc(-c4ccccc4)c23)C1 (configuration not stated)
→ 0.04, -0.11, .
COc1ccc(N2C(N)=NC(N)=NC2(C)C)cc1
→ 1.7, 1.4, -89
Cc1ccc(CNC(=O)c2ccccc2NS(C)(=O)=O)cc1
→ -0.19, -0.94, -320
CN(C)C(=S)Nn1c(-c2ccccc2)nc2ccccc2c1=O
→ -0.36, -0.65, 28
O=C(CSc1n[nH]c(-c2ccccc2)n1)Nc1ccc(N2CCOCC2)cc1
→ ., ., -37
c1csc(-c2ncc3ccccn23)c1
→ 0.02, -0.07, -45

Other structures:
Second line of a record – sdo1 growth, sdo1 growth Rescue 24 h, INS promoter inh
CCOC(=O)C1C(=O)N(C(=O)c2ccc(OC)cc2)CC1c1ccccc1 (configuration not stated)
→ 0.09, 0.21, 50
CC(=O)Nc1sc2c(c1C(c1cccs1)N1CCOCC1)CCCC2 (configuration not stated)
→ -1.8, -1.4, .
CCOc1cc(N2CCOCC2)c(OCC)cc1NC(=O)COc1ncnc2ccccc12
→ 0.8, -0.31, 8
NC(N)=N/N=C/c1ccccc1
→ 0.5, -0.09, -42
Cc1ccc(C(=O)OCC(=O)Nc2ccccc2C(F)(F)F)cc1S(=O)(=O)N1CCOCC1
→ -1, -0.68, 3
C/C(=N\NC(=O)COc1cc(C)cc(C)c1)c1ccc(N2CCOCC2)cc1
→ -0.34, -0.53, .
Cc1nnc(SCc2ccccc2Cl)n(N)c1=O
→ ., ., -23
Cc1noc(C)c1CSc1nnc2ccccn12
→ -0.1, -0.47, -24
CN1c2ccccc2-c2nc3ccccc3n2C1c1ccccn1 (configuration not stated)
→ -0.05, -0.67, .
Cc1c(Br)cccc1NC(=O)c1sccc1-n1cccc1
→ -0.67, -0.08, -22
CC(NC(=O)c1cccs1)C(=O)NC1=NCCS1 (configuration not stated)
→ 0.04, -1.2, 48
CCOc1cccc2cc(-c3csc(NC(=O)CCC(=O)N4CCC(C)CC4)n3)c(=O)oc12
→ 0.51, -0.03, 36
COCCNC(=O)CN(C(=O)CCC(=O)Nc1nccs1)c1ccccc1OC
→ 0.77, 1.3, 18
O=C(NCc1ccc2c(c1)OCO2)c1ccc2c(c1)OCCO2
→ 0.76, 0.36, 3
COC(=O)c1ccccc1NC(=O)c1cnc2sccn2c1=O
→ -0.79, -1.1, -19
O=S(=O)(c1ccc2ccccc2c1)N1CCN(S(=O)(=O)N2CCOCC2)CC1
→ 0.11, 0.93, -25
O=c1cc(CN2CCN(c3cccc(Cl)c3)CC2)c2cc(O)c(-c3ccccc3)cc2o1
→ 0.89, 1.4, 23
CCOC(=O)C1CCN(C(=O)c2ccccc2NC(=O)c2ccc(Br)cc2)CC1
→ -0.25, -0.07, -19
Cc1ccc(Sc2c(C)[nH]n(C(C)(C)C)c2=O)cc1
→ 0.24, 0.8, -57
COC(=O)c1cc2n(n1)CCN(Cc1ccccc1F)C2=O
→ 0.56, 0.97, 44

Part of the list above, as labelled records.
molecule: C/C(=N\NC(=O)COc1cc(C)cc(C)c1)c1ccc(N2CCOCC2)cc1
  sdo1 growth = -0.34
  sdo1 growth Rescue 24 h = -0.53
  INS promoter inh = .

molecule: Cc1nnc(SCc2ccccc2Cl)n(N)c1=O
  sdo1 growth = .
  sdo1 growth Rescue 24 h = .
  INS promoter inh = -23

molecule: Cc1noc(C)c1CSc1nnc2ccccn12
  sdo1 growth = -0.1
  sdo1 growth Rescue 24 h = -0.47
  INS promoter inh = -24

molecule: CN1c2ccccc2-c2nc3ccccc3n2C1c1ccccn1 (configuration not stated)
  sdo1 growth = -0.05
  sdo1 growth Rescue 24 h = -0.67
  INS promoter inh = .

Other records.
Second line of a record – sdo1 growth, sdo1 growth Rescue 24 h, INS promoter inh
COc1cccc(NC(=O)CCN2CCN(C)CC2)c1
→ -0.09, -0.36, .
CN(Cc1nc(-c2cccnc2)no1)S(=O)(=O)c1ccc2ccccc2c1
→ -1.7, -1.3, 5
O=C(Nc1ccc(Br)cc1F)c1cccnc1
→ 0.71, 0.74, -23
O=C(Nc1nc(-c2cccs2)cs1)c1ccc(Cl)s1
→ -3, -2.2, 43
COc1cc2c(cc1OC)CN(c1nc(-c3cccnc3)nc3ccccc13)CC2
→ ., ., 0
CCCCCOc1ccc(C(=O)OCC(=O)Nc2cc(C)c(C)cc2[N+](=O)[O-])cc1
→ 0.28, 1.8, -50
O=C(NCc1ccc(F)cc1)c1cc2ccccn2n1
→ 0.23, -0.42, .
CC1=C(c2ccccc2)[N+](=O)C2(CCCC2)N1[O-]
→ -0.11, -0.72, .
Cc1snc(S(=O)(=O)/C(C#N)=N/Nc2ccc(C(F)(F)F)cc2)c1C#N
→ 0.62, 1.7, 71*
O=S(=O)(c1ccccc1)c1cnc(-c2cccnc2)nc1-c1ccccc1
→ -0.77, -0.89, .
CCOc1ccc(OCc2ccc(C(=O)N3CCOCC3)cc2)cc1
→ -0.51, 0.13, -22
COc1ccc(Cc2nnc(NC(=O)CSc3ccc(Cl)cc3)s2)cc1OC
→ -0.51, -0.14, .
O=C1/C(=C/c2ccc(N3CCOCC3)o2)SC(=Nc2ccccc2)N1CCc1c[nH]c2ccccc12
→ 0.45, 3, .
CC(C)OC(=O)c1cc(C(=O)c2cc(F)ccc2O)coc1=N
→ 1, 0.96, -59
Cc1nn(C(C)(C)C)c(OC(=O)C2CCCC2)c1S(=O)(=O)c1ccccc1
→ -0.56, -0.01, -12
CC1CCN(c2ccccc2NC(=S)NC(=O)C(C)(C)C)CC1
→ ., ., -65
CCOCCCn1c(=S)[nH]c2cc(C(=O)N3CCC(C(N)=O)CC3)ccc2c1=O
→ -0.16, -0.85, .
CC1=C(C)CC(C(=O)Nc2cccc([N+](=O)[O-])c2)C(C(=O)O)C1 (configuration not stated)
→ 0.87, -0.07, -25
CC(=O)C1C(c2ccccc2)c2c(n[nH]c2C)CC1(C)O (configuration not stated)
→ 0.86, 0.49, -190
COc1cccc(Oc2ccc3nnc(C(F)(F)F)n3n2)c1
→ ., ., 18

Following part:
Second line of a record – sdo1 growth, sdo1 growth Rescue 24 h, INS promoter inh
CCCCc1c(O)nc(SCCC(=O)O)[nH]c1=O
→ -0.61, -0.62, .
CCCCN1C(=O)NC(NC(=O)c2ccco2)(C(F)(F)F)C1=O (configuration not stated)
→ 0.79, 0.09, 23
Cc1noc(C)c1S(=O)(=O)N1CCC(C(=O)Nc2ccccn2)CC1
→ 0.22, 0.77, -14
Cc1cccc(C(=O)NNc2ncnc3c2cnn3C)c1
→ ., ., 8
Cn1c(Cl)nc2c1c(=O)n(Cc1cccc(Br)c1)c(=O)n2C
→ -0.04, -0.31, .
COC(=O)c1cc(OC)c(OC)cc1-n1cnc2cc(OC)c(OC)cc2c1=O
→ -0.41, -0.3, .
Cc1ccc(SCC(=O)N=C2NC(=O)CS2)cc1
→ ., ., 61
COCCN(C(=O)Nc1ccc(OC)cc1OC)C1CCN(C(C)=O)CC1
→ 1.4, 1.8, .
CCN(c1cccc(C(F)(F)F)c1)S(=O)(=O)c1ccc2c(c1)CCN2C(C)=O
→ -2.4, -1.8, 45
COC(=O)Cn1c(=O)oc2ccc(C)cc21
→ ., ., 7
Fc1ccc(Nc2nc(Oc3ccccc3F)nc(N3CCCC3)n2)cc1
→ -1.8, -0.9, 16
CCOC(=O)c1sc(N(Cc2ccccc2)C(=O)COC(=O)c2ccc(O)cc2)nc1C
→ -1.2, -0.79, 0
O=C(NCc1ccco1)c1cc(-c2ccc3c(c2)OCO3)on1
→ -1.5, -1.1, 25
O=C(NC(=S)Nc1ccc(Cl)cn1)C(c1ccccc1)c1ccccc1
→ -2.5, -1.1, 7
O=C(O)C1CC=CCC1C(=O)N1CCN(c2nc(-c3ccccc3)c3ccccc3n2)CC1 (configuration not stated)
→ 0.58, 1.1, .
COC(=O)c1ccc(S(=O)(=O)N2C3CCC2CC(NC(=O)C2CC2)C3)cc1 (configuration not stated)
→ -0.61, -0.22, -9
Cc1cccc(NC(=S)NNC(=O)CC(C)O)c1C (configuration not stated)
→ -0.36, -1, 0
COC(=O)c1scc(C)c1NC(=O)Nc1ccccc1
→ 0.29, -0.75, -13
O=[N+]([O-])c1ccc(C=Nc2ccc(Cl)cc2Cl)s1
→ -1.8, -1, .
COc1ccc(C)cc1-n1c(N)c(C#N)c(C#N)c1-c1ccc(OC)c(OC)c1OC
→ -0.21, -0.17, .

Carrying on:
compound	sdo1 growth	sdo1 growth Rescue 24 h	INS promoter inh
O=C(COC(=O)c1c(Cl)cccc1Cl)Nc1cc(Cl)ccc1Oc1ccccc1	-0.15	-0.73	.
CC(C)Oc1ccc(C(CC(=O)O)n2cnnn2)cc1 (configuration not stated)	.	.	-18
CCOC(=O)c1ccc(NC(=S)N2CCN(CCNC3=CC(=O)CC(C)(C)C3)CC2)cc1	.	.	-56
CCOc1ccc(-c2ccc(/C=C3/C(=N)N4C=CSC4=NC3=O)o2)c([N+](=O)[O-])c1	-0.64	-0.36	.
CC(C)N1CC(C(=O)Nc2nc3ccccc3s2)CC1=O (configuration not stated)	0.55	0.42	75*
Cc1ccc(S(=O)(=O)Nc2c3ccccc3nc(=O)n2-c2ccccc2)cc1	-0.52	-0.92	-47
CCOC(=O)C1CCCN(C(=O)c2ccc(Cn3c(=S)[nH]c4cc(C(=O)OC)ccc4c3=O)cc2)C1 (configuration not stated)	.	.	67
Cc1cccc(OCc2nnc3n2CCCCC3)c1	0.06	-0.66	.

New compounds follow.
compound	sdo1 growth	sdo1 growth Rescue 24 h	INS promoter inh
O=C(Nc1c(F)cc(F)cc1Br)c1cc(-c2ccco2)on1	-1.2	0.38	-74
CCOc1cc(/C=N\NC(=O)CN2CCOCC2)ccc1OCc1ccc(F)cc1	0.17	0.07	-4
CC(=O)N1C(=O)N(C(C)=O)C2C1N(C(C)=O)C(=O)N2C(C)=O (configuration not stated)	-0.14	-0.3	36
O=C(NCCNC1CCN(Cc2ccccc2)CC1)c1cccs1	0.44	0.17	-35
COc1cccc(NC(=S)NCc2ccc3c(c2)cc(C)n3C)c1	.	.	19
Cc1ccc(-c2nnc(-c3ccccc3S(=O)(=O)Cc3ccc(Cl)cc3)o2)cc1	0.16	1.4	-42
COC(=O)c1sccc1NC(=O)c1cccc(OC)c1	-0.85	-0.45	17
COc1ccc(C(F)(F)F)cc1N/C=C\c1nnnn1-c1ccc(C)cc1	-0.97	-1.1	.

(more compounds)
compound	sdo1 growth	sdo1 growth Rescue 24 h	INS promoter inh
O=C(c1noc2c1CCc1ccccc1-2)N1CCOCC1	-0.2	-1.2	-80
CCn1c(-c2ccc3ncccc3c2)n[nH]c1=S	0.43	0.02	-10
CN(C)S(=O)(=O)N1CCN(c2ccccc2Cl)CC1	0.29	-0.21	.
CCOC(=O)C1CCN(C(=O)c2cccnc2Cl)CC1	0.57	-0.01	11
Cc1cc(O)c(/C=N/Nc2cccc(Cl)c2)c(=O)o1	-1.3	-1.3	.
CCCC(=O)Nc1nc2ccc(S(N)(=O)=O)cc2s1	-0.03	-0.79	.
COCc1nnc(NC(=O)CCN2C(=O)c3ccccc3C2=O)s1	-0.45	-0.91	11
CC12CCC(C(=O)NC(c3ccccc3)c3ccccc3)(OC1=O)C2(C)C (configuration not stated)	-0.6	-0.54	13

Other entries.
compound	sdo1 growth	sdo1 growth Rescue 24 h	INS promoter inh
CCOc1ccccc1CNc1nc2nc3c(c(=O)n2[nH]1)CCC3	0.46	0.1	1
COc1ccc(C(=O)NCc2ccc(C)cc2)cc1S(=O)(=O)N1CCCc2ccccc21	-0.26	-0.04	0
Cc1ccccc1Cn1nnc2c1C(=O)c1ccccc1C2=O	-1.4	-0.87	-44
O=C(c1ccc(COCC(F)(F)F)cc1)N1CCN(c2ccccn2)CC1	.	.	-12
OCC1(CCOc2ccccc2)CCN(Cc2cn[nH]c2-c2ccccc2)CC1	.	.	13

Some of the compounds tested (hit frequency here may not be typical).
